Source: PubChem BioAssay (National Center for Advancing Translational Sciences (NCATS))
A350 autofl – qHTS Assay for Spectroscopic Profiling in A350 Spectral Region | AID 590, 2007 | max dye-equivalent concentration, M | Compound autofluorescence, 340/450 nm, Alexa 350 dye-equivalents; active compounds read high | 11% of 59,000 active; in the data active = max dye-equivalent concentration above about 10 nM; inconclusive = mostly about 1.1 nM to 9.6 nM
BRCT inh green – qHTS Assay for Inhibitors of BRCT-Phosphoprotein Interaction (Green Fluorophore). 0.05% of 75,000 active. Potency, µM (top dose mostly 76.9 µM), for the others: at the highest dose activity change, negative = inhibition, actives largely listed as inhibitors. Breast cancer type 1 susceptibility protein (Homo sapiens), P38398. BRCA1 BRCT-phosphopeptide binding, green fluorescence polarization;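 note: potency is the fitted concentration of half-maximal effect; plate controls were peptide without protein for full effect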
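Fluorescence polarization: His-tagged BRCT (~35 kDa BRCA1 C-terminus, 250 nM) bound to 100 nM fluorescein-labeled phosphorylated 10-aa BACH1 peptide, pH 7.3 phosphate buffer with DTT and Tween 20. Compounds incubated 12 min at room temperature; inhibition read as lowered polarization.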
FLuc inh – qHTS Assay for Inhibitors of Firefly Luciferase | 2.2% of 72,000 active | Potency, µM (series often up to 57.1 µM), without a hit: top-dose activity change, negative = inhibition, hits mostly inhibitors | Luciferin 4-monooxygenase (Photinus pyralis), P08659 | purified firefly luciferase, luminescence, 8 min; note: potency is the fitted concentration of half-maximal effect; % is set by controls: 0 for no effect and ±100 for the full control effect; nearly all actives have a fitted effect of over 40% in size
Target sequence (P08659 whole entry, looked up): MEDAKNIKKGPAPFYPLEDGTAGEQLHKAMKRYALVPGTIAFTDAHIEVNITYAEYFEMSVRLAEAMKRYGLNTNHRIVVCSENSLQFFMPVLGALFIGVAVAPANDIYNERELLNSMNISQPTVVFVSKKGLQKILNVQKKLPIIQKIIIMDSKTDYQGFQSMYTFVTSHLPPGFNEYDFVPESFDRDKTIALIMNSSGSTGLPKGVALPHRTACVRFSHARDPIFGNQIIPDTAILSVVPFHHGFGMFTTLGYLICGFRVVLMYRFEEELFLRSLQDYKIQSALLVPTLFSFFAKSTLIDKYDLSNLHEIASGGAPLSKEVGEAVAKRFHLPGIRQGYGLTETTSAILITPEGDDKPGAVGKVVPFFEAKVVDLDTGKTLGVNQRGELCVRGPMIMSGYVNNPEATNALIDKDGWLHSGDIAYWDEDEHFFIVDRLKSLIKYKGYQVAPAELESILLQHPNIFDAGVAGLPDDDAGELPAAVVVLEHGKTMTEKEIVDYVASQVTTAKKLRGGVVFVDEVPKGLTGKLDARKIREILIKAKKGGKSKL
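Substrate buffer containing 10 uM ATP (pH 7.2 imidazole, Mg2+, KCl, detergent, BSA) is dispensed, compound pinned in, then luciferase/luciferin detector mix added. After 8 min at ambient temperature, light output is measured.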
HEK293 cAMP cs – qHTS Assay for Agonists of the Thyroid Stimulating Hormone Receptor: Activators of Intracellular cAMP Concentrations in Parental HEK 293; parental HEK293 CNG cAMP sensor, membrane potential fluorescence; Potency, µM (doses to about 57.1 µM), without a hit: at the highest dose activation, actives largely listed as activators; 2.5% of 73,000 active; AID 938, 2007; note: potency is the fitted concentration of half-maximal effect; % of control where 0% means no effect; nearly all actives have a fitted effect of over 55% in size
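Parental HEK 293 cells stably expressing a modified CNG channel (no TSHR) report cAMP rise as membrane depolarization. Membrane potential dye with 100 uM RO 20-1724 was loaded for 60 min at room temperature, then compound added for 30 min; fluorescence read at 590 nm.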
USP2a inh – qHTS Assay for Inhibitors of Ubiquitin-specific Protease USP2a. Ubiquitin carboxyl-terminal hydrolase 2 (Homo sapiens), O75604. USP2a enzymatic assay, qHTS inhibition. Potency, µM (series often up to 38.3 µM), for inactives: top-dose activity change, negative = inhibition, most hits filed as inhibitors. 0.1% of 60,000 active. AID 927, 2007;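 note: potency is the fitted concentration of half-maximal effect; nearly all actives have a fitted effect of over 60% in size; plate controls were DMSO for no effect and NEM full inhibition control for full effect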
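Inhibition is measured in a cell-free coupled assay with 20 nM USP2 core, 20 nM Ub-PLA2 and 20 uM NBD C6-HPC, 2.5 h incubation. Activity normalized to NEM control.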
BRCT inh red – qHTS Assay for Inhibitors of BRCT-Phosphoprotein Interaction (Red Fluorophore); Breast cancer type 1 susceptibility protein (Homo sapiens), P38398; AID 892, 2007; BRCT-phosphopeptide binding, red fluorescence polarization; 0.03% of 75,000 active; Potency, µM (doses to about 76.9 µM), inactives show at the top dose activity change, negative = inhibition, hits mostly inhibitors; note: % is set by controls: 0 for no effect and ±100 for the full control effect
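Rhodamine-labelled pBACH1 10-mer (100 nM) bound to BRCT domain (100 nM) at pH 7.3; compounds incubated 12 min room temperature, polarization read. Free peptide defines full inhibition; unlabelled decapeptide titrated as control.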
ERK AVP inh – qHTS Assay for Inhibitors of the ERK Signaling Pathway using a Homogeneous Screening Assay; HEK293-V1b, vasopressin-stimulated pERK AlphaScreen; 0.99% of 72,000 active; Potency, µM (top dose mostly 57.5 µM), for inactives: at the top dose activity, negative = inhibition, actives largely listed as inhibitors; note: potency is the fitted concentration of half-maximal effect; % is set by controls: 0 for no effect and ±100 for the full control effect; nearly all actives have a fitted effect of over 55% in size
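V1b-HEK293 cells; cpd 30 min 37C; 25 nM vasopressin 5 min; lyse 10 min; AlphaScreen beads 5 hr RT. Normalized to DMSO basal and 25 nM vasopressin; AC50 by Hill fit.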
Tau fil binding – qHTS Assay for Tau Filament Binding. AID 596, 2007. Microtubule-associated protein tau (Homo sapiens), P10636. Potency, µM (titrated, usually from 57.1 µM), for inactives: at the top dose activity change, negative = inhibition. recombinant tau filaments, thioflavin S fluorescence, 15 h; filaments grown with octadecylsulfate alongside compound. 2% of 71,000 active;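 note: potency is the fitted concentration of half-maximal effect; % is set by controls: 0 for no effect and ±100 for the full control effect; actives lower thioflavin S fluorescence by blocking filaments or displacing dye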
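His-tagged recombinant human tau (exons 2, 3, 10; 1 uM final) fibrillized with 30 uM sodium octadecylsulfate, 15 h at 37 C, in pH 7.4 HEPES buffer with 10 uM thioflavine S and 5 mM DTT. Reduced ThS fluorescence (450/510 nm) marks activity.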
Caspase-1 inhib – qHTS Assay for Allosteric/Competitive Inhibitors of Caspase-1. Potency, µM (top dose mostly 57.5 µM), for the others: at the top dose activity change, negative = inhibition, hits mostly inhibitors. P29466. 0.03% of 75,000 active. Caspase-1 enzyme, Ac-WEHD-AFC fluorogenic rate;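 note: potency is the fitted concentration of half-maximal effect; plate controls were vehicle for no effect and no substrate for full effect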
Target sequence (P29466 120-297 limits assumed): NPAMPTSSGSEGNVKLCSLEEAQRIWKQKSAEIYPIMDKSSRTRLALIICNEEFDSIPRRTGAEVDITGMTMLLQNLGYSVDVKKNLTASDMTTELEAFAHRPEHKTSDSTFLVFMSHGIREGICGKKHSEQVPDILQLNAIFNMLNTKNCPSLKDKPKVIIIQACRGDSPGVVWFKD
Target sequence (P29466 317-404 limits assumed): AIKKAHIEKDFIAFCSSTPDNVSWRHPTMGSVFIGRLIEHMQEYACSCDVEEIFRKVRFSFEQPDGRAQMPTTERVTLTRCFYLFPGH
CRE Fsk mod – Cell signaling CRE-BLA (Fsk stim) | CHO CRE-bla reporter (cAMP response element driving beta-lactamase), forskolin EC10, beta-lactamase ratio | Potency, µM (series often up to 38.2 µM), without a hit: at the highest dose activity change, negative = inhibition, actives largely listed as activators | 2.5% of 71,000 active; active = well fitted activation curve with a large enough effect in the signal ratio, with a control signal flat, not every such curve was filed as active; inconclusive = small, poorly fitted or top-dose-only effect, or effect the other way, or a change in a side signal; the % refers to the signal ratio; note: potency is the fitted concentration of half-maximal effect; % of control where 0% means no effect
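The 460nm/530nm emission ratio after CCF4 loading defined %Activity, from which AC50 values were obtained. CRE-bla CHO cells received compound dilution series together with an EC10 level of NKH 477 for 3 hours at 37 degrees Celsius.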
Caspase-7 inhib – qHTS Assay for Allosteric/Competitive Inhibitors of Caspase-7 | P55210 | recombinant caspase-7, Ac-DEVD-AFC fluorescence rate | Potency, µM (top dose mostly 57.5 µM), inactives show top-dose activity change, negative = inhibition, actives largely listed as inhibitors | 0.02% of 75,000 active | AID 889, 2007; active = well fitted inhibition curve with a large enough effect in the main read-out, with a control signal flat, not every such curve was filed as active; inconclusive = small, poorly fitted or top-dose-only effect, or a change in a side signal; note: potency is the fitted concentration of half-maximal effect; % of control where 0% means no effect
* marks the source's active call; other numbers are inactive results; i = inactive; ? = inconclusive; . = not tested or not shown; [ ] = remark or other dose. Unless noted, calls come from the whole dose curve; as a rule, active = well fitted curve in the direction sought with a large enough effect; inconclusive = small, poorly fitted or top-dose-only effect, or another doubt; inactive = no such curve, though single readings can be large; an effect the other way counts as inactive or inconclusive.

Value order – A350 autofl | BRCT inh green | FLuc inh | HEK293 cAMP cs | USP2a inh | BRCT inh red | ERK AVP inh | Tau fil binding | Caspase-1 inhib | CRE Fsk mod | Caspase-7 inhib
- CCC(C)(C)n1nnnc1CN1CCC(c2nc3ccc(C)cc3[nH]2)CC1
 : i | 1.3% | 0% | 25% | 14% | 0.8% | -27% | -13% | -1% | 11% | -1%
- COC(=O)[C@@]1(Cc2ccccc2)[C@H]2c3cc(C(=O)N4CCCC4)n(Cc4ccc(C(F)(F)F)nc4)c3C[C@H]2CN1C(=O)c1ccccc1
 : . | 0.6% | . | 1.6µM* | . | 1.1% | 2% | -4% | -4% | ? | -5%
- O=C(CN1CCN(c2ccccn2)CC1)NCc1cccs1
 : ? | -3.1% | 3% | 9% | -5% | -3.2% | 9% | 20% | -6% | -2% | -4%
- Cc1cccn2c(=O)c(C=Nc3c(C)n(C)n(-c4ccccc4)c3=O)c(N3CCCC3)nc12
 : i | 0.4% | 1% | -1% | -9% | 0.0% | 6% | ? | -3% | 5% | 0%
- COc1ccc(-c2nc(N)ncc2Oc2ccccc2Br)c(O)c1
 : i | 0.5% | 0% | 3% | 20% | -2.2% | 9% | 113% | ? | ? | ?
- CCCn1c(SCC(=O)Nc2ccc3c(c2)OCCO3)nnc1-c1ccco1
 : i | 1.5% | -1% | 7% | 13% | 0.0% | -10% | 15% | 4% | 16% | -1%
- O=C(Oc1ccc(-c2ccccc2)cc1)N1CCOCC1
 : ? | -0.7% | -8% | 5% | -4% | 0.3% | 2% | -2% | 0% | 10% | -1%
- O=C(c1ccc2c(c1)OCO2)N(c1ccccc1)C1C=CS(=O)(=O)C1 (stereo unspecified)
 : i | -1.8% | -2% | 3% | -5% | -0.4% | -4% | 4% | 0% | -13% | -3%
- Cc1ccc(OCC(=O)NCCN2CCCC2)cc1
 : i | -1.1% | 2% | 3% | 3% | 1.6% | -22% | -1% | 2% | -4% | -1%
- Nc1ccc2nc(-c3ccc(Cl)cc3)[nH]c2c1
 : . | -2.5% | 4µM* | 11% | . | -0.1% | . | 7.9µM* | -7% | ? | -12%
- COCc1c(Br)c(C)nc(OCC(=O)O)c1C#N
 : ? | 0.2% | 1% | 9% | -6% | 0.7% | ? | 2% | 2% | -1% | 0%
- O=C1NC(c2ccccc2)(C(F)(F)F)SC2=CCCCCN12 (stereo unspecified)
 : i | -3.2% | 2% | ? | 2% | -0.9% | -15% | 30% | -1% | 2% | -1%
- CC(C)(CN)CN
 : i | 0.8%[15.4 µM] | 3%[11.4 µM] | 1%[11.4 µM] | . | 0.9%[15.4 µM] | 27%[11.5 µM] | 10%[11.4 µM] | -2%[11.5 µM] | 0%[7.6 µM] | 2%[11.5 µM]
- CCOC(=O)CNc1c(-c2ccc(O)cc2)nc2ccccn12
 : 2.2e-07M* | 0.2% | -17% | ? | . | -1.1% | -26% | -9% | ? | ? | -13%
- O=C(Cc1ccccc1I)Nc1ccccc1
 : . | -3.7% | . | 19% | . | 0.3% | 17% | -5% | 2% | ? | 0%
- CCOC(=O)N1CCN(C(=O)c2cc(Cl)c(Cl)cc2C(=O)O)CC1
 : i | -0.4% | 4% | 3% | 3% | -0.1% | -3% | 16% | 0% | -7% | 0%
- COc1ccc(S(=O)(=O)NCCCCNS(=O)(=O)c2ccc(OC)cc2)cc1
 : i | 0.0% | 0% | 4% | 14% | -1.1% | 0% | 2% | -2% | -2% | 0%
- CCCCOc1ccc(C(=O)Nc2ccncc2)cc1
 : i | -4.0% | -17% | 28% | 7% | -0.4% | -30% | -19% | 0% | -1% | 0%
- Fc1ccc(NCc2nnc(SCc3nnc(-c4ccccc4)o3)n2CC2CCCO2)cc1 (stereo unspecified)
 : i | -0.4% | 3% | 18% | 2% | -0.3% | -1% | 8% | -2% | -6% | 1%
- N#Cc1ccc(CN2CCCC3(CCN(S(=O)(=O)c4ccccc4)CC3)C2)cc1
 : i | -0.6% | 1%[11.4 µM] | 13µM* | 42%[activator] | -0.4% | 19% | 14% | -6% | -3% | -4%

Whole records as entered above. Values in the order: A350 autofl	BRCT inh green	FLuc inh	HEK293 cAMP cs	USP2a inh	BRCT inh red	ERK AVP inh	Tau fil binding	Caspase-1 inhib	CRE Fsk mod	Caspase-7 inhib
`CC(C)(CN)CN` in the list: i	0.8%[15.4 µM]	3%[11.4 µM]	1%[11.4 µM]	.	0.9%[15.4 µM]	27%[11.5 µM]	10%[11.4 µM]	-2%[11.5 µM]	0%[7.6 µM]	2%[11.5 µM]
`O=C(Cc1ccccc1I)Nc1ccccc1` in the list: .	-3.7%	.	19%	.	0.3%	17%	-5%	2%	?	0%

(more compounds)
Value order – A350 autofl | BRCT inh green | FLuc inh | HEK293 cAMP cs | USP2a inh | BRCT inh red | ERK AVP inh | Tau fil binding | Caspase-1 inhib | CRE Fsk mod | Caspase-7 inhib
- CNc1nc(-c2c(C)noc2C)nc2ccccc12
 : i | -0.9% | -1%[2.29 µM] | -9% | 39%[activator] | -2.9% | -18% | -6% | -2% | ? | -4%
- CCN(CC)CCCNc1nnc(C)c(=O)[nH]1
 : i | -0.1% | 1% | 1% | 0% | 1.9% | -15% | 3% | -1% | ? | -1%
- CN1C(=O)C(O)(CC(=O)c2ccc(F)cc2)c2cc(Br)ccc21 (stereo unspecified)
 : . | 0.3% | 0% | -3% | . | -1.0% | 0% | -3% | 4% | -6% | 0%
- c1ccc2c(NCCN3CCOCC3)nc(-c3ccc4c(c3)OCO4)nc2c1
 : i | -1.3% | -1%[2.29 µM] | -90%[inhibitor] | 113%[activator] | -0.1% | ? | -6% | -17% | ? | -22%
- Cc1cc(C)cc(Nc2cc(C)nc3nc(C)nn23)c1
 : . | 0.9% | 3% | 1% | . | -1.5% | -15% | 35% | 0% | ? | -1%
- CCOC(=O)N1CCN(C(=O)C2CCCN(S(C)(=O)=O)C2)CC1 (stereo unspecified)
 : i | -1.8% | -1% | 0% | -4% | -1.3% | -9% | 5% | 2% | 21% | 1%
- Cc1c(-c2ccco2)[n+](=O)c2c(n1[O-])CCCCC2
 : . | -0.4% | -2% | 4% | -4% | 1.4% | -24% | -2% | 0% | 6% | -1%
- C1CCN(c2nc3nonc3nc2N2CCCCC2)CC1
 : . | -1.0% | 0% | ? | -24% | -0.8% | -9% | -5% | 1% | 14% | 1%
- CCOC(=O)NC(=O)COC(=O)Cc1cc(OC)c(OC)c(OC)c1
 : i | -2.6% | 1% | 9% | 0% | 1.3% | 0% | -1% | -1% | 16% | 0%
- Cc1cc(N(CN2CCCC2=O)C(=O)c2ccc(F)cc2)no1
 : i | -0.5% | 2% | 2% | -1% | -0.9% | 9% | 12% | 1% | -17% | 1%
- COc1ccc(C(=O)N2CCC3(CC2)CN(CC(C)C)C3)cc1
 : i | -4.5% | 0%[11.4 µM] | -3% | 16% | -0.2% | -9% | -19% | -6% | -12% | 1%
- COc1ccccc1C1C(C(N)=O)=C(C)Nc2nc(-c3ccc(Cl)cc3)nn21 (stereo unspecified)
 : . | 2.3% | 0% | 1% | . | 0.5% | -20% | 7% | -3% | 9% | 0%
- Cc1onc(-c2ccccc2Cl)c1C(=O)NCc1cccnc1
 : . | -2.0% | . | 11% | . | -0.6% | . | . | -2% | . | 0%
- CCCCS(=O)(=O)Nc1ccc(C(=O)NCC2CCCO2)cc1 (stereo unspecified)
 : i | -3.0% | 0% | -3% | 5% | -1.9% | 11% | -1% | 3% | 4% | 1%
- O=C(c1ccncc1)N1C2C=CC(C2)C1(C(F)(F)F)C(F)(F)F (stereo unspecified)
 : ? | -1.0% | 2% | -1% | 0% | -0.3% | 13% | -7% | 1% | -15% | 0%
- C=CCOC(=O)C1C(=O)CC(C)(O)C(C(=O)OCC=C)C1c1ccc(OC)cc1 (stereo unspecified)
 : i | -2.3% | 2% | ? | 12% | -0.1% | -3% | -3% | 2% | 0% | 0%
- Cc1cc(S(=O)(=O)NCc2cccnc2)ccc1-n1cnnn1
 : i | -4.7% | 3% | -9% | -2% | 1.8% | -9% | 2% | 0% | 5% | 0%
- Cc1cc(N2CCN(C(=O)c3ccco3)CC2)nc(-c2ccccc2)n1
 : 1.1e-08M* | 2.6% | 1% | 3% | 1% | -1.5% | -15% | 3% | -1% | 1% | -1%
